Gal4-VP16 FLuc: VP16 counterscreen qHTS for inhibitors of ROR gamma transcriptional activity | Drosophila S2 Gal4-VP16 UAS-luciferase, luminescence, 20 h | Potency, µM (series often up to 53.6 µM), for the others: top-dose activity, negative = inhibition, usual class: inhibitors | 310,000 compounds, 3.5% hits | AID 2546, 2010;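 note: Gal4-VP16 expression switched on by copper sulfate through the metallothionein promoter; % is set by controls: 0 for no effect and ±100 for the full control effect; nearly all actives have a fitted effect of over 50% in size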
Rab9 promoter act: qHTS Assay for Rab9 Promoter Activators | Potency, µM (top dose mostly 9.22 µM), without a hit: top-dose activation, negative = inhibition, usual class: activators | Huh7 Rab9 promoter-luciferase reporter, luminescence, 24 h | 320,000 compounds, 2.8% hits; note: % of control where 0% means no effect; nearly all actives have a fitted effect of over 60% in size
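Huh7 reporter line, Rab9 promoter upstream of luciferase. Compound exposure 24 h at 37 °C in reduced-serum medium with 10% FBS. Read-out: luminescence.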
uPA generation: qHTS for Inhibitors of Cell Surface uPA Generation | cell surface uPA generation assay, qHTS | Potency, µM (top dose mostly 38.3 µM), without a hit: top-dose activity change, negative = inhibition, hits mostly inhibitors | 330,000 compounds, 0.31% hits; active = well fitted inhibition curve with a large enough effect; inconclusive = small, poorly fitted or top-dose-only effect; inactive = no such curve, though single readings can be large or run the other way; tested in mouse RAW 264.7 cells; note: % is set by controls: 0 for no effect and ±100 for the full control effect; nearly all actives have a fitted effect of over 55% in size
NPC1 prom act: qHTS Assay for NPC1 Promoter Activators; Huh7 NPC1 promoter luciferase reporter, 24 h; Potency, µM (titrated, usually from 9.22 µM), without a hit: at the highest dose activation, hits mostly activators; 320,000 compounds, 2.4% hits;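 note: % of control where 0% means no effect; nearly all actives have a fitted effect of over 60% in size; reporter is driven by a mutant NPC1 promoter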
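NPC1 promoter–luciferase Huh7 cells; 24 h compound; luminescence.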
MBNL1-CUG inh: qHTS Assay for Inhibitors of MBNL1-poly(CUG) RNA binding; TR-FRET MBNL1-His/biotin-(CUG)12 binding, 665/545 ratio; Potency, µM (series often up to 57.5 µM), without a hit: top-dose activity change, negative = inhibition, most hits filed as inhibitors; 280,000 compounds, 0.036% hits; AID 2675, 2010; active = well fitted inhibition curve with a large enough effect in the signal ratio, with a control signal flat, not every such curve was filed as active; inconclusive = small, poorly fitted or top-dose-only effect, or effect the other way, or a change in a side signal; inactive = no such curve, though single readings can be large or run the other way; the % refers to the signal ratio; note: % is set by controls: 0 for no effect and ±100 for the full control effect
Target sequence (Q9NR56 whole entry, looked up): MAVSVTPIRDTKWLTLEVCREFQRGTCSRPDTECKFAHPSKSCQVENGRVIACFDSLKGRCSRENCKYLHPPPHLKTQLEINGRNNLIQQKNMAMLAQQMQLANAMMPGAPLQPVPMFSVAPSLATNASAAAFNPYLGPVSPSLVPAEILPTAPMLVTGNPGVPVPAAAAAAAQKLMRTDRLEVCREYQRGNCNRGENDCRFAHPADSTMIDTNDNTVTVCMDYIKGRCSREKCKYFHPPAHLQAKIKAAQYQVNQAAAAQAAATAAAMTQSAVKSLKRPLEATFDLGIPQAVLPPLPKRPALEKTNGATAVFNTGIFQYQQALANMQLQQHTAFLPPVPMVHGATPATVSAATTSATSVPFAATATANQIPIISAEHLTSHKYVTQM
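TR-FRET between His-tagged MBNL1 and biotin-(CUG)12 RNA, detected with Tb anti-His antibody (0.055 ng/ul) and streptavidin-XL665 (5 nM), 60 min at room temperature. Compounds titrated 92 nM to 58 uM; 665/545 nm ratio normalized to buffer and complex controls.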
BRCA1 expr up: qHTS Assay to Identify Small Molecule Activators of BRCA1 Expression; MCF7-BRCA1-FFLuc reporter, luminescence, 48 h; response scale: scaled: vehicle 0%, 10 µM genistein 100%; Potency, µM (top dose mostly 46.1 µM), without a hit: at the top dose activation, actives largely listed as activators; 380,000 compounds, 1.1% hits; AID 624202, 2012; note: nearly all actives have a fitted effect of over 80% in size; some results filed as inactive show a strong effect at the top dose
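MCF7-BRCA1-FFLuc cells, 2000/well in phenol-red-free MEM, attached 2 h then treated 48 h at 37 C. Luciferase luminescence read 15 min after reagent; normalized to genistein maximum activation (10microM) and DMSO, concentration-response fitted.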
p53 reactivator: qHTS assay for re-activators of p53 using a Luc reporter | AID 504706, 2011 | H1299 p53-A138V BP100-luciferase reporter, luminescence, 24 h | 320,000 compounds, 0.063% hits | Potency, µM (top dose mostly 92.2 µM), for the others: top-dose activity change, positive = activation, usual class: activators; note: % of control where 0% means no effect; nearly all actives have a fitted effect of over 45% in size
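p53-null H1299 cells stably carrying temperature-sensitive p53-A138V and a BP100-luciferase reporter were pinned with compounds (4-point, 1:5 series) and held 24 hrs at 37 deg C. Luminescence was read 10 min after detection reagent.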
RORgamma inh: qHTS for inhibitors of ROR gamma transcriptional activity; Nuclear receptor ROR-gamma (Mus musculus), P51450; Drosophila S2 Gal4-RORgamma UAS-luciferase reporter, 20 h; Potency, µM (doses to about 53.6 µM), inactives show at the top dose activity change, negative = inhibition, actives largely listed as inhibitors; 310,000 compounds, 5.4% hits; AID 2551, 2010; note: % is set by controls: 0 for no effect and ±100 for the full control effect; nearly all actives have a fitted effect of over 60% in size
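Luminescence from a UAS-regulated Photinus luciferase reporter in stably transfected Drosophila Schneider cells is measured; decreased signal marks ROR gamma inhibition. Fusion expression is induced by 700 uM copper sulfate for 20 hr.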
FLuc counter: qHTS profiling assay for firefly luciferase inhibitor/activator using purifed enzyme and Km concentrations of substrates (counterscreen for miR-21 project); Luciferin 4-monooxygenase (Photinus pyralis), P08659; purified FLuc, Km substrates, luminescence inhibition; Potency, µM (doses to about 57.5 µM), without a hit: at the top dose activity change, negative = inhibition, usual class: inhibitors; 360,000 compounds, 6.9% hits; AID 588342, 2011;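 note: plate controls were vehicle for no effect and reference inhibitor for full effect; nearly all actives have a fitted effect of over 55% in size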
Target sequence (P08659 whole entry, looked up): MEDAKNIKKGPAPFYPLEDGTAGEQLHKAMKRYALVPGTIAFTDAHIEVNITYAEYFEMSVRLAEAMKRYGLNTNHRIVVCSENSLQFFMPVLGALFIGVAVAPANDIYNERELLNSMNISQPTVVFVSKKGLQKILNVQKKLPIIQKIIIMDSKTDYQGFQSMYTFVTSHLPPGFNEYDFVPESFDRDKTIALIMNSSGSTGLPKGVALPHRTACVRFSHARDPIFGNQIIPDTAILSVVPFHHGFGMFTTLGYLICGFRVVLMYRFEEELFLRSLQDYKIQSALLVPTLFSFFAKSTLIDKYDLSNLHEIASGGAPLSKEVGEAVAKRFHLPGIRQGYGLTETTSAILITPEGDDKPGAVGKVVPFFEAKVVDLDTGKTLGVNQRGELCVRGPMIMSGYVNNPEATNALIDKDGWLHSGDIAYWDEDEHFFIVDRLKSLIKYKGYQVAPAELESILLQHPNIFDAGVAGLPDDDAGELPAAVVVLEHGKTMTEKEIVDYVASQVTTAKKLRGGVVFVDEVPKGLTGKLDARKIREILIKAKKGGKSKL
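Biochemical qHTS of compounds, final roughly 60 µM downward over six points, against 10 nM purified firefly luciferase using Km concentrations of substrates (10 uM D-luciferin, 10 uM ATP) in Tris acetate pH 7.5 buffer; luminescence output.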
ELG1 genotoxic: qHTS screen for small molecules that induce genotoxicity in human embryonic kidney (HEK293T) cells expressing luciferase-tagged ELG1; 330,000 compounds, 1.3% hits; Potency, µM (titrated, usually from 46 µM), for inactives: top-dose activity change, positive = activation, usual class: activators; HEK293T ELG1-luciferase reporter, luminescence, 16 h; note: % of control where 0% means no effect; nearly all actives have a fitted effect of over 60% in size
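ELG1-luciferase HEK293T cells, 2,000/well; compound pinned in; 16 hr, 37 °C, 5% CO2; ONE-Glo, 30 min RT; luminescence on CCD imager.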
* hit, by the source's call; ? = inconclusive; . = no result given; & = joins results of further samples; [ ] = another dose, or the depositor's remark. Unless noted, calls come from the whole dose curve; as a rule, active = well fitted curve in the direction sought with a large enough effect; inconclusive = small, poorly fitted or top-dose-only effect, or another doubt; inactive = no such curve, though single readings can be large; an effect the other way counts as inactive or inconclusive. Potency is the fitted concentration of half-maximal effect.

Results follow in this order: uPA generation	RORgamma inh	FLuc counter	BRCA1 expr up	ELG1 genotoxic	NPC1 prom act	Gal4-VP16 FLuc	p53 reactivator	MBNL1-CUG inh	Rab9 promoter act
O=C(CCl)N1CCN(CC(=O)N2CCCC2)CC1
  -2%	-10%	0%	-22%	4%	1%	7%	?	-5%	14%
COc1ccc(C(=O)C(CO)Oc2ccccc2OC)cc1OC (stereo not given)
  -7%	3%	-2%	0%	-5%	2%	3%	-10%	-4%	-2%
Cc1c(C(=O)NC2CCOC2)oc2c(F)cccc12 (stereo not given)
  7%	-3%	11µM*	?	18%[9.26 µM]	2.2µM*	?	?	0%	2.5µM*
O=C(COC(=O)c1cc(Cl)nc(Cl)c1)NCCc1ccc(F)cc1
  -1%	.	.	1%	0%	.	.	10%	.	.
Cc1ccc2[nH]c(=O)c(CN(C(=O)c3cccc([N+](=O)[O-])c3)C(C)C)cc2c1
  9%	18%	-1%	-15%	-4%	-1%	5%	-2%	?	0%
CCn1ccnc1CN(C)C(=O)c1cc(COc2c(F)cccc2F)on1
  6%	-17%	-2%	20%	-1%	0%	-17%	1%	-1%	-3%
Cc1c(NC(=O)COC(=O)c2cc3c4ccccc4n(C)c3s2)c(=O)n(-c2ccccc2)n1C
  5%	20%	4%	-17%	-5%	-2%	-21%	-15%	-7%	5%
COc1ccc(-c2nnc(SCc3ccccn3)n2C)cc1
  -2%	-24%	?	13µM*	?	24%	22%	28%	-28%	?
O=C(N/N=C/c1ccccc1)C(=O)N/N=C/c1ccccc1
  5%	-37%	-2%	1%	4%	-6%	-5%	4%	-1%	-1%
Cc1cccn2c(=O)c(/C=N/O)c(Nc3ccccc3F)nc12
  1%	-9%	-1%	-19%	-2%	-5%	0%	-1%	1%	-3%
S=c1[nH]nc(CN2CCCC2)n1Cc1ccccc1
  3%	11µM*	-3%	15%	0%	0%	-8%	12%	-1%	-2%
CN(c1ccccc1)S(=O)(=O)c1ccc(Cl)c(C(=O)OCC(=O)NC2CCS(=O)(=O)C2)c1 (stereo not given)
  -1%	14%	-2%	0%	1%	-3%	2%	0%	2%	-17%
CCOC(=O)N1CCN(C(=O)COc2ccccc2Cl)CC1
  0%	28%	7%	-2%	3%	-5%	1%	0%	2%	0%
CN(C)c1ccc(NS(=O)(=O)c2cc3c4c(c2)CC(=O)N4CCC3)cc1
  8%	38%	?	-23%	-2%	2%	2%	15%	1%	-3%
CC1CC(C)(C)NC(=S)N1CCCC(=O)Nc1ccc2c(c1)OCCO2 (stereo not given)
  1%	28%	27µM*	13µM*	?	0%	-12%	0%	-9%	?
CCc1cc(C(c2ccncc2)N2CCN(C)CC2)c(NC(=O)c2ccccc2)s1 (stereo not given)
  -2%	13%	-10%	11%	-2%	-1%	-13%	-20%	7%[11.5 µM]	0%
O=S(=O)(c1cccc(-c2csc(-c3cccnc3)n2)c1)N1CCOCC1
  -1%	-5%	-2%	-12%	-1%	-1%	-2%	-2%	16%	?
Cc1cccc(-n2nnnc2SCC(=O)NC2CCCC2)c1
  7%	.	.	-12%	-4%	.	.	-4%	.	.
Cc1ccc(/C=C/C(=O)c2ccc(C)cc2)cc1
  .	-38%	1.3µM*	30%	?	10%	-13%	?	13%	23%
COc1ccc(S(=O)(=O)NC(C(C)C)C(C)C)cc1OC
  5%	-1%	2%	-10%	0%	-3%	6%	-7%	-3%	0%
Cc1nc2[nH]c(=O)c3c(n2n1)NC1=C(C(=O)CC(C)(C)C1)C3c1ccccc1 (stereo not given)
  -1%	?	0%	10%	-1%	0%	21%	-10%	-14%	-3%
CCOC(=O)c1ccccc1NC(=S)N1CCN(C2CCCCC2)CC1
  17%	?	-1%	-11%	-5%	-1%	-10%	1%	?	-8%
O=C(Nc1ccc(S(=O)(=O)C(F)F)cc1)c1cccc(S(=O)(=O)N2CCOCC2)c1
  -5%	41%	0%	-28%	-29%	1%	?	-14%	-1%	-7%
COCCCNC(=O)CSc1c2c(nc3ccc(Cl)cc13)CCCC2
  4%	?	2%&-2%	-47%	?	-1%	-3%	-8%	31%[activator]	9%
CCOc1ccccc1Oc1cn[nH]c1-c1ccc(OC)cc1O
  1%	8.9µM*	-1%	-87%	-6%	0%	?	2%	5%	2%
CCN(CC)CCCN(Cc1cc2cc3c(cc2[nH]c1=O)OCO3)C(=S)Nc1ccccc1
  -3%	-7%	3%	-44%	1%	0%	4%	-4%	-7%	-15%
CCN(CC)S(=O)(=O)c1cc(NC(=O)c2cccc(N3C(=O)CCC3=O)c2)ccc1Cl
  3%	.	?	-12%	-2%	-2%	.	-1%	.	-5%
CC1CCCC(NC(=O)CC2Nc3ccccc3NC2=O)C1C (stereo not given)
  2%	-12%	0%	-20%	1%	1%	2%	-2%	12%	-5%
O=C(/C=C/c1ccc(S(=O)(=O)N2CCOCC2)cc1)Nc1cc(F)ccc1F
  4%	.	.	?	0%	.	.	15%	.	.
COc1ccccc1N1CCN(S(=O)(=O)/C=C/c2ccccc2)CC1
  8%	2%	-8%	-18%	3%	1%	-6%	2%	-4%	3%
CC(Oc1ccc(Br)cc1)C(=O)N(C)CC(=O)Nc1ccc(N2CCOCC2)cc1 (stereo not given)
  3%	.	-1%	-8%	1%	-1%	.	3%	.	1%
CC1CCCCN1C(=O)Cn1c(=O)n(CCC(=O)NCc2ccco2)c(=O)c2sccc21 (stereo not given)
  .	11%	1%	-9%	-1%	-2%	-8%	36%	-8%	2%
O=C1CN(C(=O)CC2c3ccccc3-c3ccccc32)CC(=O)N1
  7%	5%	5%	-10%	0%	-9%	-5%	11%	-2%	11%
CCOc1ccccc1-c1cc(-c2n[nH]c(=S)n2CC)c2ccccc2n1
  8%	5.6µM*	4%	3%	-10%	1%	-16%	-4%	10%	-2%
COC(=O)C1C/C(=N\NS(=O)(=O)c2ccc(C)cc2)c2ccccc2C1 (stereo not given)
  -1%	-6%	1%	-27%	-1%	0%	-12%	-7%	8%	7%
Cc1ccc(NC(=O)C2CCCN(S(=O)(=O)c3ccc4c(c3)oc(=O)n4C)C2)nc1 (stereo not given)
  6%	?	2%	-15%	-9%	0%	-6%	-6%	-4%	-3%
Cc1ccc(C(=O)Nc2sc(C(=O)N(C)C)c(C)c2C#N)cc1
  -4%	30%	?	3%	9%	-1%	20%	0%	.	-2%
CCc1c(C#N)c(SCCC(=O)Nc2ccc(C)cc2)nc2c1C(=O)CC(C)(C)C2
  4%	12%	7%	-45%	-8%	-4%	14%	-7%	3%	0%
CCc1cc(C(=O)Nc2ccccc2N2CCOCC2)sc1C
  5%	.	?	-13%	-2%	-1%	.	7%	.	0%
CC(=O)Oc1ccc(/C(C)=N\N2CCN(Cc3ccc(Cl)cc3)CC2)cc1
  -5%	?	1%	-22%	-7%	-8%	-10%	22%	-4%	-2%
NS(=O)(=O)c1ccc(Oc2ccc(S(N)(=O)=O)cc2)cc1
  4%	22%	-1%	1%	-2%	-5%	0%	-4%	4%	0%
O=C(CCNC(=O)c1ccc([N+](=O)[O-])cc1)Nc1ccc(F)cc1F
  10%	-32%	1%	4%	-5%	0%	7%	-3%	?	17%
CN(c1c[nH]c(=O)[nH]c1=O)C1CCCCC1
  -7%	4%	-1%	0%	0%	-3%	0%	3%	0%	-14%
Cc1nn(CC(=O)Nc2ccc(N(C)C)cc2)c(C)c1[N+](=O)[O-]
  4%	?	3%	-4%	-2%	-5%	?	10%	.	-3%
C/C(=N\NC(=O)c1cccc(S(=O)(=O)N2CCCC2)c1)c1ccc(OCC(=O)N(C)C)cc1
  3%	.	-4%	-13%	1%	-1%	.	-1%	.	-4%
C/C(=N\NC(=O)c1cccc2ccccc12)c1ccccn1
  -2%	.	?	-12%	?	9%	.	.	1%	-30%
COCCCNC(=O)C1CCN(C(=O)c2cc3sccc3n2Cc2ccc(F)cc2)CC1
  4%	20%	-2%	-1%	2%	-4%	-4%	-2%	6%	1%
